GPR151 ag – activators of human GPR151, primary screen, cell-based, PathHunter beta-arrestin, luminescence. PathHunter beta-arrestin GPR151 cells. activation, % at 11.2 µM. AID 1508602, 2020. G-protein coupled receptor 151 (Homo sapiens), Q8TDV0. hit rate 1% among 650,000; in the data active means activation above about 4.9%;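 further: 0% = median of compound wells and 100% = cells with positive control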
Target sequence (Q8TDV0 whole entry, looked up): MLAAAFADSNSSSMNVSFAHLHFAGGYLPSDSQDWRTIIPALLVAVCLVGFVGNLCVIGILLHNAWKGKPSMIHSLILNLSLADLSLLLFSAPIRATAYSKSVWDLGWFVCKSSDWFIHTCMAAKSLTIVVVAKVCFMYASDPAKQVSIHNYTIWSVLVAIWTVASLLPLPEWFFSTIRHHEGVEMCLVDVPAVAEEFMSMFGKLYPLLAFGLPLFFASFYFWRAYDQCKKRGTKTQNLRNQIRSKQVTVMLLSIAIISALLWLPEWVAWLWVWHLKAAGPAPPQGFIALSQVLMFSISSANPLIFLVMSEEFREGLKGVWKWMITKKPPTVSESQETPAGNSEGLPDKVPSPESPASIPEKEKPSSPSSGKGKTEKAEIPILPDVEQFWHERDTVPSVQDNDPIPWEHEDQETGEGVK
FBW7 act – FBW7 E3 ligase activators, primary screen, biochemical, AlphaScreen, human; F-box/WD repeat-containing protein 7 (Homo sapiens), Q969H0; AID 1259310, 2017; hit rate 0.13% among 650,000; AlphaScreen FBW7–phospho-cyclin E peptide binding, activator screen; normalized activity (activation), % at 26.1 µM; in the data active means normalized activity above about 1.9%;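 further: purified mutant Fbw7 with reduced substrate affinity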
TEAD-YAP inh – TEAD-YAP interaction inhibition, primary screen, TEAD-YAP interaction inhibitor project, luminescence, HEK-TIYL cells. hit rate 1.4% among 640,000. TEAD-Gal4/YAP UAS-luciferase luminescence. inhibition, % at 9.12 µM; in the data active means inhibition above about 32%;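 further: 0% = median of test compound wells and 100% = reference inhibitor wells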
MITF inh – MITF inhibitors, primary screen, biochemical, AlphaScreen, human | Microphthalmia-associated transcription factor (Homo sapiens), O75030 | AlphaScreen MITF homodimerization, bead proximity signal | inhibition, % at 2.6 µM | hit rate 0.91% among 650,000 | AID 1259374, 2018; in the data active means inhibition above about 50%;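 further: 0% = vehicle wells with protein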
Target sequence (O75030 whole entry, looked up): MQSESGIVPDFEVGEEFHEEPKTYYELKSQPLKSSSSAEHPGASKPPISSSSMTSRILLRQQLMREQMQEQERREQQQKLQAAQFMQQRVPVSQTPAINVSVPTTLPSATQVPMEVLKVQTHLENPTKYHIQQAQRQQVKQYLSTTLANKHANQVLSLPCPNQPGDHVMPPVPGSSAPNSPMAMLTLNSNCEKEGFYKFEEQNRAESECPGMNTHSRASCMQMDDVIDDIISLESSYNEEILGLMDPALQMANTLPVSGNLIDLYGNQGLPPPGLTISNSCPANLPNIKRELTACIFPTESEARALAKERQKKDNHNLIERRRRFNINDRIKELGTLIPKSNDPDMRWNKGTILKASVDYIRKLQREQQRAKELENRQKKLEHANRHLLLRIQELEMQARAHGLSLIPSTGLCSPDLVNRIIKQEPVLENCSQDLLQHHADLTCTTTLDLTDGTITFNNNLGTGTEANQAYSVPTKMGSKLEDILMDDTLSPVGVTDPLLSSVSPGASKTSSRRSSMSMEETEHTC
The depositor's hits bear a star; / = not tested or not shown. The order is random; overall some 3.4% were active at least once.

SMILES	GPR151 ag	FBW7 act	TEAD-YAP inh	MITF inh
O=[N+]([O-])c1cccc(-c2noc(CCCOc3ccccc3)n2)c1	-1.6	1.1	0	24
CC1(Cc2cccc(C#N)c2)C(=O)Nc2ccc(S(=O)(=O)NC3CCCCC3)cc21 (centres undefined)	0.0	-0.3	4	10
COc1ccc(C2C(C#N)=C(N)OC3=C2C(=O)CCC3)cc1 (centres undefined)	-0.9	0.1	2	-16
CCN(Cc1ccccc1)c1c(C(=O)O)cnc2c1cnn2C	0.1	-0.2	-4	6
CCOc1ccc(NC(=O)CSc2nc3ccsc3c(=O)n2-c2ccc(Br)cc2)cc1	-1.2	-0.2	13	1
Nc1nnc(-c2ccccc2Cl)s1	-2.1	0.4	2	10
Cc1cc(C(=O)NCC2Cc3cc(-c4cncnc4)ccc3O2)no1 (centres undefined)	1.3	-0.1	-1	-24
COCCNC(=O)c1cc2c(=O)n3ccccc3nc2n(CCc2ccccc2)c1=N	5.0*	0.1	-3	7
CCOC(=O)C1C(c2cccc([N+](=O)[O-])c2)NC(=O)NC1(O)C(F)(F)F (centres undefined)	-0.2	0.3	-3	18
O=C(NC(Cc1ccccc1)C(=O)O)/C(=C\c1ccc(F)cc1)NC(=O)c1ccco1 (centres undefined)	-0.8	-0.1	2	6
CCOC(=O)C1(CCOC)CCN(Cc2cc(C)ccc2C)CC1	-0.2	0.0	16	9
CCOc1ccc(S(=O)(=O)Nc2ccc(I)cc2)cc1C	-1.1	0.1	0	-38
CCOC(=O)N1CCN(C(=O)c2cc3c(=O)[nH]c4ccccc4c3s2)CC1	-0.6	0.3	-2	17
O=C(CC1C(=O)NCCN1Cc1ccc(F)cc1Cl)NCc1ccon1 (centres undefined)	-0.1	0.1	4	5
Cc1ccccc1C1(CC(=O)N(C)CC(C)C)CC(=O)N(Cc2cccnc2)C1=O (centres undefined)	-0.3	0.2	-8	12
Cc1c(C(=O)NC(=S)Nc2cccnc2)oc2ccccc12	-1.3	0.0	-11	-3
O=C(Nc1nnc(C(F)(F)F)s1)c1ccc(Cl)c(Cl)c1	3.3	-0.2	-22	8
Oc1ccc(-c2cnc3ccc(NC4CCOCC4)nn23)cc1	-0.5	-0.2	-2	-12
Cc1cc(C)n2c(SCC(=O)NN3C(=O)NC(C)(c4ccccc4)C3=O)nnc2n1 (centres undefined)	1.2	-0.1	-2	3
O=C(NC(c1ccc(F)cc1)c1ccccn1)C1CCN(C(=O)c2ccco2)CC1 (centres undefined)	0.7	-0.2	12	12
O=C(NC1CCN(Cc2ccccc2)CC1)c1ccnc(Nc2cnccn2)c1	0.3	0.0	18	1
CN1CCN(/C=N/c2c(C#N)cnn2C)CC1	-1.0	0.1	8	15
CCN(CC)C(=O)CC1(c2ccc(OC)cc2)CC(=O)N(C)C1=O (centres undefined)	-0.6	0.0	-28	-1
Nc1cccc2c1C(=O)N(c1cccc3ccccc13)C2=O	1.5	0.9	1	0
COC(=O)c1c(-c2ccc(C)cc2)csc1NC(C)=O	0.7	-0.2	-19	15
Cc1noc(C)c1CN1C(=O)NC2(CCCc3sccc32)C1=O (centres undefined)	-0.3	-0.1	-2	-22
CCOC(=O)c1cc(-c2nnc(-c3ccccc3OC)o2)c(C)nc1C	0.9	0.0	-2	-17
Cc1cccc(N2CCN(C(c3ccncc3)c3nnnn3C(C)(C)C)CC2)c1C (centres undefined)	-4.0	-0.2	62*	-7
Cc1cc(OCC(=O)NNC(=O)c2ccccc2C)ccc1Br	-1.3	0.0	4	-5
COc1cc(C2CC(=O)n3nc(-c4cccc(C)c4)nc3S2)cc(OC)c1OC (centres undefined)	0.7	-0.1	5	6
CCC(=O)Nc1nonc1-c1nc2ccccc2n1Cc1ccccc1	0.0	0.1	-23	10
CCCCNc1nc2c(c(=O)n(C)c(=O)n2C)n1CC	-0.4	0.1	11	-17
CCCn1nc(C(=O)OCC(=O)Nc2ccc(C(N)=O)cc2)c2ccccc2c1=O	-3.1	0.5	-2	19
Cc1nc2nc(CN)nn2c(C)c1CCC(=O)Nc1ccccc1	-1.1	-0.1	-1	6
c1ccc2oc(N3CCOCC3)nc2c1	-0.4	-0.3	6	30
CCOC(=O)COC(=O)CSc1nc2c(c(=O)[nH]c(=O)n2C)n1C	1.8	-0.2	-1	-7
Cc1ccc(OCCCC(=O)Nc2nnc(C)s2)cc1	0.3	-0.1	-7	-2
Cc1cccc(NC(=O)c2c(C(=O)O)cccc2[N+](=O)[O-])n1	-0.2	-0.2	0	8
COc1ccccc1-c1cn(S(=O)(=O)c2ccc(C)cc2)nc1N	-0.8	0.2	1	9
CC(C(=O)NC1CCCC1)N(C(=O)c1snc(C(N)=O)c1N)c1ccccc1 (centres undefined)	-0.1	-0.1	-1	0
COc1cccc(OC)c1C(=O)Nc1ccccc1N1CCC(C)CC1	3.9	-0.1	-7	11
CC1CC(C)CN(C(=O)C(C)N(C)CC(=O)Nc2ccc(Cl)cc2)C1 (centres undefined)	0.2	-0.2	7	51*
COC(CNC(=O)c1ccc2c(c1)ncn2-c1ccc(OCc2ccccc2)cc1)OC	-0.7	0.0	12	-15
CCOC(=O)C1=C(N)N(c2ccccc2C(F)(F)F)C2=C(C(=O)CCC2)C1c1ccc(Cl)cc1 (centres undefined)	-1.0	1.4	4	13
O=C(c1ccc(Nc2nccc(-c3ccccc3)n2)cc1)N1CC[C@@H](O)C1	1.2	0.1	-42	-1
CC(=O)CSc1nc2c(c(=O)n(C)c(=O)n2C)n1CCCc1ccccc1	-1.8	0.7	-3	13
CC(O)CNC(=O)c1cccc([N+](=O)[O-])c1 (centres undefined)	-1.2	-0.2	4	3
Fc1ccccc1OCCSc1nnnn1-c1ccccc1	0.1	0.1	-8	-3
Cn1c(=O)c2ncn(CC(=O)NN=Cc3c[nH]c4ccccc34)c2n(C)c1=O	-1.1	0.0	8	12
COc1ccc(Cl)cc1C(=O)NNC(=O)CSc1nc2ccc(C)cc2[nH]1	1.2	-0.2	-10	-2
(list continues)
SMILES	GPR151 ag	FBW7 act	TEAD-YAP inh	MITF inh
COc1ccc2cc(CNC3CCCC3)c(N3CCSCC3)nc2c1	-0.6	-0.1	-4	-2
COc1ccc(CN2CCN(C3CCC(c4ccccc4)CC3)CC2)c(OC)c1OC (centres undefined)	1.9	0.0	8	53*
Cn1c(=O)oc2cc(NC(=O)CCl)ccc21	-0.9	-0.4	8	-6
COc1ccccc1Nc1cc(C)nc2c(C)cccc12	-0.9	0.8	2	18
COc1ccc(C(=O)/C=C/Nc2ccc([N+](=O)[O-])cc2C)cc1	-0.6	0.2	10	13
Cc1cccc(N2C(=O)C3C(C2=O)C2C=CC3C23CC3)c1C (centres undefined)	1.0	-0.2	1	-3
O=[N+]([O-])c1ccccc1S(=O)(=O)N1CCN(S(=O)(=O)c2ccccc2)CC1	-0.8	0.2	-6	-3
O=C1C[C@@H](O)C(O)[C@@H]2[C@@H]3C(=O)N(C[C@@H]4CCCO4)C(=O)[C@@H]3CC[C@@H]12 (some centres undefined)	2.9	-0.2	/	-7
COc1cc(NC(=O)c2cccnc2SC)ccc1N1CCCC1=O	-2.1	0.0	-1	-8
Cc1ccc2nc(NC(=O)C3CC4CCC3C4)sc2c1 (centres undefined)	0.2	0.0	-77	5
CC12CCC(C(=O)Nc3cccc(C(F)(F)F)c3)(OC1=O)C2(C)C (centres undefined)	3.3	0.1	-5	-18
NC(=O)C1CCN(C(=O)c2ccc3c(c2)nc(SCc2ccccc2Cl)n2c4ccccc4nc32)CC1	0.1	0.0	13	8
O=C(c1cccnc1Cl)n1cc(C(F)(F)F)ccc1=O	-0.1	0.0	-1	2
CC12CCC(C(N)=O)(C(=O)C1=O)C2(C)C (centres undefined)	1.2	-0.1	-8	0
CCOC(=O)c1sc2nc(C)cc(COC)c2c1N	-2.0	0.2	-20	-6
O=C(Nc1cc([N+](=O)[O-])ccc1O)c1ccc2c(c1)C(=O)N(Cc1cccnc1)C2=O	-1.1	0.0	-2	-5
Cc1cc(C(=O)N2CCCCCC2)cs1	-0.5	0.1	-2	7
Cc1ccc(S(=O)(=O)N2CCOC2CNC(=O)C(=O)NCc2ccco2)cc1 (centres undefined)	2.1	0.1	8	-10
CCOC(=O)c1c(-c2ccc(OC)cc2)csc1NC(=O)CN1CCOCC1	-0.7	0.0	-9	71*
CC(C)CNC(=O)Nc1cccc(Cl)c1	1.7	0.1	5	-6

Part of the list above in order of heavy-atom count, smallest number first.
SMILES	GPR151 ag	FBW7 act	TEAD-YAP inh	MITF inh
CC12CCC(C(N)=O)(C(=O)C1=O)C2(C)C (centres undefined)	1.2	-0.1	-8	0
CCOC(=O)c1sc2nc(C)cc(COC)c2c1N	-2.0	0.2	-20	-6
O=C(c1cccnc1Cl)n1cc(C(F)(F)F)ccc1=O	-0.1	0.0	-1	2
COc1ccccc1Nc1cc(C)nc2c(C)cccc12	-0.9	0.8	2	18
Cc1cccc(N2C(=O)C3C(C2=O)C2C=CC3C23CC3)c1C (centres undefined)	1.0	-0.2	1	-3
COc1ccc(C(=O)/C=C/Nc2ccc([N+](=O)[O-])cc2C)cc1	-0.6	0.2	10	13
O=C1C[C@@H](O)C(O)[C@@H]2[C@@H]3C(=O)N(C[C@@H]4CCCO4)C(=O)[C@@H]3CC[C@@H]12 (some centres undefined)	2.9	-0.2	/	-7
COc1cc(NC(=O)c2cccnc2SC)ccc1N1CCCC1=O	-2.1	0.0	-1	-8
O=[N+]([O-])c1ccccc1S(=O)(=O)N1CCN(S(=O)(=O)c2ccccc2)CC1	-0.8	0.2	-6	-3
Cc1ccc(S(=O)(=O)N2CCOC2CNC(=O)C(=O)NCc2ccco2)cc1 (centres undefined)	2.1	0.1	8	-10
O=C(Nc1cc([N+](=O)[O-])ccc1O)c1ccc2c(c1)C(=O)N(Cc1cccnc1)C2=O	-1.1	0.0	-2	-5
NC(=O)C1CCN(C(=O)c2ccc3c(c2)nc(SCc2ccccc2Cl)n2c4ccccc4nc32)CC1	0.1	0.0	13	8

Next section:
SMILES	GPR151 ag	FBW7 act	TEAD-YAP inh	MITF inh
CCOC(=O)COc1cc(C)c2c(c1)oc(=O)c1ccccc12	-0.4	-0.4	1	-1
CCN(CC)CCCNC(=O)c1cnn2c(C)c(Cc3ccccc3Br)c(C)nc12	1.1	0.1	-6	17
C=CCn1c(-c2ccccc2)csc1=Nc1ccc(C(C)=O)cc1	-0.8	0.0	-97	13
CCc1ccccc1NC(=O)c1c(NC(=O)c2cccc(Cl)c2)sc2c1CCC2	-0.4	0.2	-1	1
O=C(COc1ccccc1I)Nc1cc(Cl)ccc1O	-0.1	-0.3	-16	-10
CC(C)CC(=O)Nc1ccnn1C1CCN(C2Cc3ccccc3C2)CC1	4.4	0.1	1	11
COc1ccccc1-c1noc(C2CCN(S(=O)(=O)Cc3ccccc3)CC2)n1	0.8	-0.1	-5	2
O=C1CN(S(=O)(=O)c2ccc3[nH]c4c(c3c2)CCCC4)c2ccccc2N1	0.5	0.1	62*	-15
CCCCNCC(=O)c1c[nH]c2ccccc12	-2.2	-0.1	-8	1
CCOCCCn1c(=S)[nH]c2cc(C(=O)NCCN3CCOCC3)ccc2c1=O	0.6	-0.1	2	-3
Cn1c(=O)c2c(nc(SCc3nc(N)nc(N4CCOCC4)n3)n2Cc2ccccc2F)n(C)c1=O	0.0	0.3	1	17
CCOC(=O)CSc1nc2c(sc(=S)n2-c2ccc(C)cc2C)c(=O)n1-c1ccccc1	-0.5	0.1	10	16
Cc1ccc(N2C(=O)C3C(C)C(=O)C(C)C(c4ccccc4)C3C2=O)cc1 (centres undefined)	-0.7	0.0	6	-9
C=CCOc1ccc(C(=O)Nc2ccccc2NC(C)=O)cc1	0.2	-0.2	7	-6
O=C1c2cc([N+](=O)[O-])cc3cc([N+](=O)[O-])cc(c23)C(=O)N1c1ccccc1Cl	0.0	-0.4	6	10
Cc1c(NC(=O)COC(=O)c2cc(=O)c3ccccc3o2)c(=O)n(-c2ccccc2)n1C	-2.3	0.1	-10	-4
COc1cc(CNc2ccc(F)cc2)cc(OC)c1OC	0.4	0.0	-8	-6
O=C(Cc1ccccc1)Nc1cnn(-c2cccc(C(=O)Nc3cccc(Cn4cncn4)c3)c2)c1	-0.8	0.2	0	9
C=C(C)CSc1nc2sc3c(c2c(=O)n1CC(=C)C)CCC(C(C)(C)C)C3 (centres undefined)	-0.1	-0.1	-4	7
COC(=O)Nc1ccc(S(=O)(=O)N2CCC(C)CC2)cc1	0.8	-0.1	2	75*

Single records, from the list above. Screens in order: GPR151 ag	FBW7 act	TEAD-YAP inh	MITF inh
`CCCCNCC(=O)c1c[nH]c2ccccc12` as listed: -2.2	-0.1	-8	1
`CCOC(=O)c1sc2nc(C)cc(COC)c2c1N` as listed: -2.0	0.2	-20	-6

Next results follow:
SMILES	GPR151 ag	FBW7 act	TEAD-YAP inh	MITF inh
CC(C)c1nc2ccccc2c2nn(CC(=O)N3CCCCC3C)c(=O)n12 (centres undefined)	3.6	-0.1	0	-5
CN1CCN(c2ccc(-c3nc(NCc4cccc(C(F)(F)F)c4)c4ncn(CCN5CCCC5=O)c4n3)cc2)CC1	-1.0	-0.1	1	0
Cc1ccc(C(=O)N/C(=C/c2ccc(F)cc2)C(=O)NCc2ccccc2)cc1	-0.2	-0.1	2	-2
Cc1cc2c(c(=O)[nH]1)C(c1ccncc1)C(C#N)=C(N)O2 (centres undefined)	3.1	0.0	2	-1
CN(CCc1ccccn1)S(=O)(=O)c1ccc2c3c(cccc13)C(=O)N2	-1.1	0.0	-2	7
CCCC(C)c1nnc(NC(=O)CS(=O)(=O)Cc2ccccc2)s1 (centres undefined)	0.5	0.0	0	5

Assay outcomes (PubChem BioAssay)
